D1 antagonist – blocks dopamine activation of the human D1 receptor; activity change, negative = inhibition, % at 10 µM; hit rate 3.2% among 360,000; HEK293 TREx D1 cells, calcium flux, dopamine EC80; active compounds read low; P21728; in the data active = activity change below about -30%; also: % is scaled to controls: 0 for no effect and ±100 for the full control effect
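Tetracycline-induced HEK293 T-REx cells with force-coupled D1 receptor were loaded with a no-wash calcium dye. Compound was added after a 10 s baseline and read kinetically for 180 s; EC80 dopamine was then added and calcium flux followed another 180 s.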
D1 ag – activates the human D1 dopamine receptor | activation, % at 2 µM | HEK293 T-REx D1 cells, calcium flux, agonist mode | hit rate 1% among 360,000 | AID 504660 | P21728; also: 0% is about no effect
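Tetracycline-induced HEK293 TREx D1 cells, force-coupled to calcium signalling, were dye-loaded with a no-wash calcium kit. Compound was pin-added after a 10 s baseline. Fluorescence was read kinetically at 1 cycle/s for 180 s, with calcium rises flagged as agonism.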
TRHR enhancer – allosterically enhances the human TRH receptor; P34981; TRHR cells, fluo-8 calcium fluorescence, EC20 TRH enhancement; enhancement, % at 2 µM; hit rate 0.66% among 360,000; AID 493056; in the data active = enhancement above about 30%; also: 0% is about no effect
Target sequence (P34981 whole entry, looked up): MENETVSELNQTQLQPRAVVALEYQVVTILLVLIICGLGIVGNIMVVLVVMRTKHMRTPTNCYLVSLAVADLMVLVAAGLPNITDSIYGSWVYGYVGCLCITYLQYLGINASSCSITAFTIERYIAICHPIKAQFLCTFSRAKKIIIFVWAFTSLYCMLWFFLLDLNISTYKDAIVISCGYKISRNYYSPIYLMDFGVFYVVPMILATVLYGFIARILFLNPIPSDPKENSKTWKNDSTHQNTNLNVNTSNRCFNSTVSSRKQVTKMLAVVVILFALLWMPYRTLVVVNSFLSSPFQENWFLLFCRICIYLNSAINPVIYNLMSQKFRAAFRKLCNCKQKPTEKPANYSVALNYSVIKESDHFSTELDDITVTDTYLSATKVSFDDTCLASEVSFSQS
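TRHR-expressing cells loaded with fluo-8 calcium dye were read kinetically (ex 480/em 530) during compound addition, then stimulated with an EC20 of TRH (10 nM final). Enhancement of the Gq-mediated intracellular calcium response was scored.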
TRHR agonist – agonists of human TRH receptor; hit rate 0.18% among 360,000; activation, % at 2 µM; TRHR cells, calcium flux fluo-8, FDSS agonist mode; also: 0% is about no effect
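Fluo-8-loaded TRHR cells; 10 s baseline, compound added, kinetic Ca2+ fluorescence read 1/s, agonist mode.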
D2 agonist – activates the human D2 dopamine receptor | P14416 | HEK293 T-REx D2 cells, calcium flux agonist mode | activation, % at 2 µM | hit rate 0.53% among 340,000 | AID 485358;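 active = activation over 3 SD above normal in the single-dose calcium agonist read, cut at about 30% in these data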; also: 0% is about no effect
Target sequence (P14416 whole entry, looked up): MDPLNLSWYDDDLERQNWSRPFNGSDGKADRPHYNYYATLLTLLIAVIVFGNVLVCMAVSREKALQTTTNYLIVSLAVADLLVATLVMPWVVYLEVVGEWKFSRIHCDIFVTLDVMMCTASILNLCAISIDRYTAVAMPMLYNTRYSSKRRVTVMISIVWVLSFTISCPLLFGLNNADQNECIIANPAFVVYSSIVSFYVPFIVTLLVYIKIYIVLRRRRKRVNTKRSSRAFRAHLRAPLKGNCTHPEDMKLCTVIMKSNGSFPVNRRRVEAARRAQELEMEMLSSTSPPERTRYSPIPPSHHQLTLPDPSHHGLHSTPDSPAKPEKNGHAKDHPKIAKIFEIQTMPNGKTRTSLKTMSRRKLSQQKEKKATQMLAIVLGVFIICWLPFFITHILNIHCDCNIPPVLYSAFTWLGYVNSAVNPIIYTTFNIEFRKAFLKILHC
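In this primary screen, compounds producing a positive calcium signal within 180 s of addition to tetracycline-induced, force-coupled HEK293 Trex D2 cells are flagged; cells are dye-loaded with a no-wash calcium kit beforehand.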
D2 potentiator – positive allosteric modulators of human D2 dopamine receptor; hit rate 0.34% among 340,000; AID 485347; potentiation, % at 10 µM; HEK293 T-REx D2, calcium flux, EC20 dopamine potentiation; P14416;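 active = potentiation over 3 SD above the plate norm, cut at about 30% in these data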; also: 0% is about no effect
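Calcium flux readout, no-wash dye, 1 read/s. Inducible HEK293 Trex D2 line, overnight 30 C. Compound alone 180 s (agonist flags), then EC20 dopamine, another 180 s to score potentiation.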
D1 potentiator – enhances dopamine response at the human D1 receptor; P21728; HEK293 TREx D1 cells, calcium flux, dopamine EC20 potentiation; potentiation, % at 10 µM; hit rate 0.036% among 360,000; AID 504651; in the data active = potentiation above about 30%; also: 0% is about no effect
RXFP1 antagonist – RXFP1 (human) relaxin receptor antagonism; hit rate 0.59% among 350,000; Q9HBX9; activity change, negative = inhibition, % at 57.5 µM; HEK293-RXFP1, relaxin-stimulated cAMP HTRF, 30 min; active compounds read low;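 active = activity change of -60% or lower, but not beyond a set lower limit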; also: % is scaled to controls: 0 for no effect and ±100 for the full control effect
D2 antag – antagonizes the human D2 dopamine receptor; P14416; AID 485344; hit rate 2% among 340,000; HEK293 TREx D2 cells, calcium flux, dopamine EC80; inhibition, % at 10 µM; in the data active = inhibition above about 30%; also: 0% is about no effect
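Compounds are added to dye-loaded, induced HEK293 T-REx cells coupled to calcium release via D2; after a 3 min kinetic read an EC80 dopamine stimulus is given and fluorescence is recorded for 3 more min.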
* hit, by the source's call; nt = no result given. Rule as the data show it, unless noted: active = activation above about 30%; inactive = the rest.

[1] C#CCN(C(=O)c1cc(COc2ccc(C)c(C)c2)on1)C1CCCCC1
[2] Cc1c(Cl)cccc1NC(c1ccc(F)cc1)c1nnc(-c2ccccc2)o1 (stereo not drawn)
[3] Cc1ccccc1NC1=C(Cl)C(=O)N(C2CCCCC2)C1=O
[4] CC(Sc1nc2cc(Cl)ccc2s1)C(=O)Nc1ccc2c(c1)OCO2 (stereo not drawn)
[5] CCCCN(C(=O)CCC(=O)Nc1cc(C)on1)C(C(=O)NC(C)(C)C)c1cccc(OC)c1OC (stereo not drawn)

Screen / compound no.	1	2	3	4	5
D1 antagonist	3	7	10	-3	3
D1 ag	10	1	6	0	0
TRHR enhancer	-6	0	-1	-3	2
TRHR agonist	0.6	0.1	3.0	0.2	-0.4
D2 agonist	0.9	nt	10	-1.2	1.1
D2 potentiator	-1	9	9	-9	-11
D1 potentiator	-4	-3	3	-7	-2
RXFP1 antagonist	-23	nt	nt	-9	10
D2 antag	-6	nt	0	-16	6

[6] O=C(C[N+]1(CC#Cc2ccccc2)CCCCC1)c1ccc(Cl)cc1
[7] Cc1cc(OCC(=O)NCC(C)C)cc(C)c1Br
[8] COc1ccc2c(=O)cc(-c3cccnc3)oc2c1OC
[9] CCOc1ccc(/C=N/NC(=O)CSc2ccccn2)cc1O
[10] O=C(c1cccc(Oc2ccccc2)c1)N1CCN(c2ccccn2)CC1

Screen / compound no.	6	7	8	9	10
D1 antagonist	-6	1	8	-5	-15
D1 ag	0	1	1	0	4
TRHR enhancer	-2	-4	-3	1	0
TRHR agonist	0.3	-0.3	0.2	-0.2	-1.0
D2 agonist	0.0	-1.2	-0.6	-1.3	-0.3
D2 potentiator	-1	-7	26	-4	-2
D1 potentiator	2	2	-9	-3	-1
RXFP1 antagonist	-1	-5	-7	-7	-15
D2 antag	-26	3	-2	-1	30

[11] Cc1ccc(/C=C2/C(=N)N3N=C(CC(=O)N4CCCC4)SC3=NC2=O)cc1
[12] Cn1sc(NC(=O)c2ccccc2Cl)nc1=O
[13] Cc1c(C(=O)NC(C)CN2CCCCC2)oc2ccccc12 (stereo not drawn)
[14] COc1ccc(OC)c(-c2[nH]nc3c2C(c2ccco2)C(C#N)=C(N)O3)c1 (stereo not drawn)
[15] Cc1ccc2onc(CC(=O)N3CCN(c4ccccc4F)CC3)c2c1

Screen / compound no.	11	12	13	14	15
D1 antagonist	7	-18	1	4	-5
D1 ag	2	2	3	2	5
TRHR enhancer	23	-1	8	7	0
TRHR agonist	0.1	-0.2	0.0	0.8	2.5
D2 agonist	-0.3	0.7	0.5	0.1	1.1
D2 potentiator	-6	-2	3	3	6
D1 potentiator	0	-3	6	-5	-4
RXFP1 antagonist	0	-5	1	-7	-20
D2 antag	17	-2	-1	-6	nt

[16] COc1ccc(NC(=O)C(C)n2nc(C)c3c(C)n(-c4ccccc4)nc3c2=O)cc1Cl (stereo not drawn)
[17] COc1ccc(S(=O)(=O)N2CCC3(CC2)CC(=O)c2ccccc2O3)cc1OC
[18] CCN1CCN(S(=O)(=O)c2ccc(Cl)c(C(=O)Nc3nnc(C)s3)c2)CC1
[19] Cc1nc(NC(=O)/C=C/c2ccccc2)sc1C(=O)Nc1cccc(Cl)c1
[20] CC1CN(C2=NC(=O)/C(=C3/C(=O)N(Cc4ccc(F)cc4)c4ccccc43)S2)CC(C)O1 (stereo not drawn)

Screen / compound no.	16	17	18	19	20
D1 antagonist	-18	-9	-2	-18	2
D1 ag	0	4	2	7	-1
TRHR enhancer	4	-16	-5	7	-4
TRHR agonist	0.2	-0.3	-0.2	0.0	-0.2
D2 agonist	0.0	0.4	-0.8	-0.6	0.8
D2 potentiator	-4	-11	-10	4	-6
D1 potentiator	-1	5	-1	-2	-4
RXFP1 antagonist	-12	-5	10	-15	0
D2 antag	nt	45*	2	-5	7

[21] O=C(Cc1csc(NC(=O)Nc2cccc(Cl)c2)n1)NC1CCCC1
[22] CCc1nnc(NC(=O)c2cc(S(=O)(=O)N3CCCCC3)ccc2N2CCOCC2)s1
[23] CCOC(=O)c1cc2c(C)[nH]c(C)c2cc(C(=O)OCC)c1=O
[24] N#CCCc1cccc(CCC#N)c1
[25] Cc1nc(Cl)c2c(n1)N(CC(N)=O)C(=O)CO2

Screen / compound no.	21	22	23	24	25
D1 antagonist	-30	6	-10	3	-6
D1 ag	17	1	5	1	3
TRHR enhancer	-4	2	-4	-2	-1
TRHR agonist	0.2	-0.3	0.6	0.3	0.3
D2 agonist	0.0	0.0	-0.1	-0.2	-0.2
D2 potentiator	-3	17	10	-8	-4
D1 potentiator	-7	-6	0	4	-8
RXFP1 antagonist	-13	1	12	nt	0
D2 antag	20	1	1	-3	9

[26] COc1ccc2ccccc2c1CNc1nnnn1C
[27] C/C(=C\C(=O)c1ccc(Cl)cc1)NCc1ccc2c(c1)OCO2
[28] CCc1ccccc1NC(=O)CN(C)C(=O)COC(=O)c1c(Cl)cccc1Cl
[29] Cc1ccccc1OCCCC(=O)Nc1ccc(Br)cc1
[30] O=C(COC(=O)CNC(=O)c1cccc(F)c1)NCCC1=CCCCC1

Screen / compound no.	26	27	28	29	30
D1 antagonist	-1	7	7	-23	3
D1 ag	0	0	19	6	0
TRHR enhancer	9	-2	1	0	3
TRHR agonist	-0.2	0.0	-0.3	-0.6	-0.1
D2 agonist	-0.3	0.5	0.2	0.2	-0.7
D2 potentiator	-2	0	6	-17	-3
D1 potentiator	-4	5	-3	-11	-7
RXFP1 antagonist	5	-17	1	-17	-9
D2 antag	-2	5	2	12	-1

[31] CCN(CC)S(=O)(=O)c1ccc(N2CCOCC2)c(NC(=O)c2ccc3ccccc3c2)c1
[32] O=C(NC1CCCC1)C(c1ccncc1)N(Cc1ccco1)C(=O)c1ccc(-c2ccccc2)[nH]1 (stereo not drawn)
[33] Cc1cc(Cl)ccc1OCC(=O)NCCCn1ccnc1
[34] CCn1cc(CNC(=O)CCSc2nc(-c3ccco3)cc(C(F)(F)F)n2)cn1
[35] O=C1C2C3c4ccccc4C(c4ccccc43)C2C(=O)N1c1cccc2cccnc12 (stereo not drawn)

Screen / compound no.	31	32	33	34	35
D1 antagonist	20	4	-16	9	12
D1 ag	2	0	3	0	0
TRHR enhancer	6	0	-1	4	5
TRHR agonist	0.7	-0.1	0.1	0.1	0.4
D2 agonist	1.1	nt	-0.5	-0.3	1.1
D2 potentiator	11	0	-12	-2	7
D1 potentiator	2	-1	-5	2	1
RXFP1 antagonist	6	-16	-10	4	-1
D2 antag	-7	nt	5	3	-17

[36] Fc1cccc(-n2ncc3c2ncn2nc(COc4ccc(Cl)cc4)nc32)c1
[37] O=S(=O)(NNC(=S)NCC1CCCO1)c1cc(Cl)ccc1Cl (stereo not drawn)
[38] Nc1nc(SCC(=O)NC2CCCc3ccccc32)n[nH]1 (stereo not drawn)
[39] CCOc1ccc(N/C(=N/c2nc(C)cc(C)n2)NC(C)=O)cc1
[40] CCCCc1cc(=O)oc2cc(C)cc(OCC(=O)NCCN3CCOCC3)c12

Screen / compound no.	36	37	38	39	40
D1 antagonist	5	-39*	1	-5	-14
D1 ag	0	5	2	2	1
TRHR enhancer	-1	-8	-5	-5	0
TRHR agonist	0.3	-0.1	-0.2	0.0	-0.5
D2 agonist	0.3	-0.8	-0.1	1.0	0.0
D2 potentiator	-2	4	-6	-12	-23
D1 potentiator	0	-2	0	-5	0
RXFP1 antagonist	-1	2	-5	-12	21
D2 antag	nt	-5	12	19	-26

[41] CS(=O)(=O)Nc1ccc2[nH]c(=O)[nH]c2c1
[42] Cc1ccc(-c2ccc(C(=O)NCc3ccc(Cl)cc3)o2)c2ccccc12
[43] COc1ccc(/C=C/C(=O)Oc2cc(C)[nH]c(=O)c2[N+](=O)[O-])cc1OC
[44] Cn1cnc(S(=O)(=O)N2CCC(C(=O)NCc3ccc(F)cc3)CC2)c1
[45] CCOC(=O)C1=C(CN2CCC(C(=O)OCC)CC2)NC(=O)NC1c1ccc(Cl)cc1 (stereo not drawn)

Screen / compound no.	41	42	43	44	45
D1 antagonist	0	20	14	8	-4
D1 ag	2	3	-1	-1	1
TRHR enhancer	3	3	3	1	5
TRHR agonist	0.1	0.1	0.2	1.1	-1.7
D2 agonist	1.1	nt	0.8	2.1	-0.8
D2 potentiator	-2	nt	5	3	7
D1 potentiator	-4	-1	1	1	4
RXFP1 antagonist	-4	nt	-15	9	nt
D2 antag	-1	nt	-3	nt	nt

[46] CCN(CC)S(=O)(=O)c1ccc(C2CNC(=O)C2)cc1 (stereo not drawn)
[47] CC1N/C(=C\C(=O)c2ccccc2)N(O)C1(C)C (stereo not drawn)
[48] COC(=O)c1ccc(CN2CCC(n3nccc3NC(=O)C3CCCC3)CC2)cc1
[49] COc1ccc(OC)c(NC(=O)CCCNC(=O)c2ccc(Cl)cc2)c1

Screen / compound no.	46	47	48	49
D1 antagonist	3	-6	-2	4
D1 ag	-2	-1	3	1
TRHR enhancer	3	-3	2	5
TRHR agonist	0.4	-0.1	-1.3	-0.6
D2 agonist	1.0	-0.6	0.2	0.8
D2 potentiator	6	-9	-13	-10
D1 potentiator	-2	0	-4	4
RXFP1 antagonist	2	-20	-6	-6
D2 antag	4	14	3	0

In the list so far, seven have fluorine.
[2] Cc1c(Cl)cccc1NC(c1ccc(F)cc1)c1nnc(-c2ccccc2)o1 (stereo not drawn)
[15] Cc1ccc2onc(CC(=O)N3CCN(c4ccccc4F)CC3)c2c1
[20] CC1CN(C2=NC(=O)/C(=C3/C(=O)N(Cc4ccc(F)cc4)c4ccccc43)S2)CC(C)O1 (stereo not drawn)
[30] O=C(COC(=O)CNC(=O)c1cccc(F)c1)NCCC1=CCCCC1
[34] CCn1cc(CNC(=O)CCSc2nc(-c3ccco3)cc(C(F)(F)F)n2)cn1
[36] Fc1cccc(-n2ncc3c2ncn2nc(COc4ccc(Cl)cc4)nc32)c1
[44] Cn1cnc(S(=O)(=O)N2CCC(C(=O)NCc3ccc(F)cc3)CC2)c1

Screen / compound no.	2	15	20	30	34	36	44
D1 antagonist	7	-5	2	3	9	5	8
D1 ag	1	5	-1	0	0	0	-1
TRHR enhancer	0	0	-4	3	4	-1	1
TRHR agonist	0.1	2.5	-0.2	-0.1	0.1	0.3	1.1
D2 agonist	nt	1.1	0.8	-0.7	-0.3	0.3	2.1
D2 potentiator	9	6	-6	-3	-2	-2	3
D1 potentiator	-3	-4	-4	-7	2	0	1
RXFP1 antagonist	nt	-20	0	-9	4	-1	9
D2 antag	nt	nt	7	-1	3	nt	nt
